DSG3 Ab inh = blocks pemphigus antibody binding to human desmoglein-3; DSG3-coupled beads, scFv-anti-DSG3-GFP binding, flow cytometry; hits give low values; binding (percent of control), % at 10 µM; hit rate 0.48% among 310,000; AID 588358;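 active = binding more than 3 SD below its plate's average and above zero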;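 note: hits lower antibody fragment binding to DSG3; some compounds called inactive have numbers as strong as hits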
Target sequence (P32926 whole entry, looked up, the tested form may be a part): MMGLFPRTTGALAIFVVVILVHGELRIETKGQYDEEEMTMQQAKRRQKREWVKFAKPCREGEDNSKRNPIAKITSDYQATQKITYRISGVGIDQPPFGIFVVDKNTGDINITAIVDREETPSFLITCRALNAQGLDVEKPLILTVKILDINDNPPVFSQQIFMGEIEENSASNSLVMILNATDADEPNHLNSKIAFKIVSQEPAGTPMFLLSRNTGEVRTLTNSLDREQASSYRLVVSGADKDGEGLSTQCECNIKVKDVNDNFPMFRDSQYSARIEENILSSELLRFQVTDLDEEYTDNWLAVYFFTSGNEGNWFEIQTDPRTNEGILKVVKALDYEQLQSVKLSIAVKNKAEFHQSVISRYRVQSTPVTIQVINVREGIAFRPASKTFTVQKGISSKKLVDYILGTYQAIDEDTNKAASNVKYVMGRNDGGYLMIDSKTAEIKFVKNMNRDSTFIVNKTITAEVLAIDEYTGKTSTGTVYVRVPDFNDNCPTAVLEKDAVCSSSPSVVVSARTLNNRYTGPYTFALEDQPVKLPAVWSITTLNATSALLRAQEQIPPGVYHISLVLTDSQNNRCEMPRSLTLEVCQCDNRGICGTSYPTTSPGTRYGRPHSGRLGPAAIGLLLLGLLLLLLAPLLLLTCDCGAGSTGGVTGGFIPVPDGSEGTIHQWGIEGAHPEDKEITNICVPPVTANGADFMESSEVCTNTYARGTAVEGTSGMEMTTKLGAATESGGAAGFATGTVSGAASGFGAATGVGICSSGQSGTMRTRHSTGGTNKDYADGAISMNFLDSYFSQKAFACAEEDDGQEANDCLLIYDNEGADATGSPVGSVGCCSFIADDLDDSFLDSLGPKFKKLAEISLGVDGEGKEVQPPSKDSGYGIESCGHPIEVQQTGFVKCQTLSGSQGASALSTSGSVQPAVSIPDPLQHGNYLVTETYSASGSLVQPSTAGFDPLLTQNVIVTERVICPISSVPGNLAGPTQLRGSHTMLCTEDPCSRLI
V-ATPase pHluor = alters yeast V-ATPase proton transport; AID 504577; response, % at 10 µM; S. cerevisiae, pHLuorin cytosolic pH fluorescence; hit rate 0.37% among 350,000; in the data active = response mostly above about 7.3%, no sharp cut-off; inactive = mostly below about 5.4%; note: actives read high; inactives centre near 0; some compounds called inactive have numbers as strong as hits; reference of the scale not given here
Keap1-Nrf2 PPI = Keap1-Nrf2 (human) interaction inhibition; Keap1 Kelch-Nrf2 peptide fluorescence polarization, 1536-well; inhibition, % at 9.4 µM; hit rate 0.15% among 340,000; AID 504523; in the data active = inhibition above about 12%;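 note: human Keap1 Kelch domain with fluorescein labeled Nrf2 9mer peptide probe; 0% = neutral control wells and 100% = peptide positive control; higher means more block of Keap1 binding to Nrf2 peptide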
Cardiac RTF inh = cardiac RTF calcium desensitization; P19429+P45379; IANBD-labeled cardiac RTF, Ca2+ fluorescence; inhibition, % at 7.15 µM; hit rate 0.12% among 340,000;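 active = inhibition above the mean inhibition of all tested compounds plus 3 SD, cut at about 17% in these data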;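 note: assay run at fixed EC70 calcium of 1.6 mM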
CAL PDZ FP-1 = inhibitors of human CAL PDZ peptide binding; purified CAL PDZ, TMR-peptide fluorescence polarization, 1 h; inhibition, % at 24.9 µM; hit rate 0.92% among 300,000; AID 602252;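 active = mean inhibition of at least 30% with at least half of replicates also reaching 30%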;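 note: 0% = DMSO neutral control and 100% = excess unlabeled competitor peptide PRC23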
C-LANA FP = blocks KSHV LANA C-terminal domain binding to DNA; MBP-C-LANA/FAM-LBS DNA binding, fluorescence polarization; inhibition, % at 9 µM; hit rate 0.078% among 340,000;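 active = highest replicate inhibition at or above 60% at 9 µM, even if other replicates fall short; inactive = all replicates below 60% inhibition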;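 note: 0% = neutral control wells and 100% = 4 µM acridine orange control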
NSD2 inh = inhibitors of human histone methyltransferase NSD2; NSD2 peptide methylation, AlphaScreen, 120 min; hit rate 0.54% among 310,000; O96028; inhibition, % at 12.5 µM; in the data active = inhibition above about 50%
DAGLB inhibitor = blocks human DAGLB lipase activity | HEK293T DAGLB membrane lysate, EnzChek fluorogenic substrate | Q8NCG7 | hit rate 0.059% among 340,000 | inhibition, % at 5.17 µM; in the data active = inhibition above about 34%;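 note: 0% = enzyme with vehicle and 100% = wells lacking enzyme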
Arr AP2 block = blocks beta-arrestin peptide binding to AP2 adaptin; inhibition, % at 10 µM; FITC-arrestin peptide / GST-AP2 beads, flow cytometry; AP2 beta2 appendage carries R879A mutation; AID 504490; hit rate 0.31% among 340,000;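 active = inhibition above a set limit, near 3 SD of compounds lacking own fluorescence, cut at about 54% in these data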;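 note: plate controls were DMSO wells for no effect and 5 µM unlabelled arrestin peptide for full effect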
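Measured by: flow cytometry, FL1 (488/535 nm); Material: AP2 appendage R879A on GSH beads; Evaluation: percent response; Timing: pre-incubation 12 min, peptide binding 1 h, room temperature; Also added: 50 nM FITC-arrestin peptide; Medium: PBS with 0.05% Tween 20 and 0.1% BSA.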
CAL PDZ FP-2 = inhibitors of human CAL PDZ peptide binding; Q9HD26; purified CAL PDZ, TMR-peptide fluorescence polarization, 1 h; inhibition, % at 20 µM; hit rate 0.02% among 330,000; AID 504414;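 active = highest replicate inhibition of at least 40%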;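 note: plate controls were DMSO neutral control wells for no effect and unlabeled competitor peptide control wells for full effect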
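System: purified tagged CAL PDZ domain construct (CerCALP). Schedule: 1 h incubation at room temperature before polarization reading. Medium: 25 mM sodium phosphate pH 7.4, 150 mM NaCl, TCEP, IgG, Thesit. Read-out: percent inhibition from loss of millipolarization. Measured by: FP readout, S and P plane fluorescence. Probe or stimulus: fluorescent TMR peptide probe.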
Active calls of the source: *; . = no result given; + = active, no number. Not all compounds are listed, so the mix of outcomes need not match the whole.

SMILES | DSG3 Ab inh | V-ATPase pHluor | Keap1-Nrf2 PPI | Cardiac RTF inh | CAL PDZ FP-1 | C-LANA FP | NSD2 inh | DAGLB inhibitor | Arr AP2 block | CAL PDZ FP-2
O=C(C1CCN(S(=O)(=O)c2cccc3cccnc23)CC1)N1CCn2c1nc1ccccc12 | 108 | 2 | -2 | -10 | -3 | -1.0 | . | -3 | 3 | -2.7
O=C(CSc1nnnn1Cc1ccccc1)c1ccccc1 | 101 | -1 | 1 | 1 | 0 | -0.8 | 1 | -4 | 16 | -2.3
O=C(NCC1CCCCC1)c1cc(Br)ccc1Cl | 107 | 5 | -2 | 4 | -3 | 1.3 | -2 | -8 | -5 | -1.6
O=c1[nH]c(C(F)(F)C(F)(F)C(F)(F)F)no1 | 96 | -4 | -2 | -5 | 3 | -0.5 | -5 | 1 | -7 | 0.6
COc1cc(/C=N/N(c2ccccc2)c2ccccc2)ccc1O | 123 | 3 | -5 | 6 | 0 | -6.3 | . | 0 | -5 | 2.3
Cn1c(Cn2c(=O)sc3ccccc32)nnc1SCC(=O)Nc1cccc(F)c1 | 107 | 3 | -4 | -8 | . | -0.2 | . | 0 | 6 | 0.1
CC(NCc1ccc(S(N)(=O)=O)cc1)C(=O)N1CCc2ccccc21 (configuration not stated) | 100 | 3 | -1 | -2 | -4 | -3.2 | -2 | 1 | -1 | -0.2
NC(=O)CSc1nnc(-c2ccccn2)n1N | 109 | 11 | -8 | -6 | -3 | 0.1 | -1 | -2 | 19 | -4.2
CSc1ccc(CN(C)C(=O)CSCC(=O)Nc2ccc(C)cc2)cc1 | 99 | 2 | -4 | -7 | -7 | 0.6 | 1 | -1 | 29 | -3.1
CCOc1ccc(-c2csc3ncn(-c4ccc(OC)cc4)c(=O)c23)cc1 | 114 | -1 | 3 | -4 | -3 | -1.5 | -1 | -6 | -7 | -2.8
O=C(CCCN1C(=O)/C(=C\c2cccs2)SC1=S)Nc1ccc(O)cc1 | 132 | 1 | -2 | -4 | . | -0.5 | 8 | 5 | 2 | 0.1
COc1ccc(N(C)C(=O)Nc2ccc3nsnc3c2)cc1 | 105 | 3 | -3 | -6 | 1 | 0.5 | -1 | -7 | 11 | -1.6
COc1ccc(C2C(C(=O)c3ccco3)=C(O)C(=O)N2CCN2CCOCC2)c(OC)c1 (configuration not stated) | 110 | 5 | 1 | -9 | 1 | -0.1 | -3 | -3 | 2 | -0.7
CSCCC(NC(=O)/C(=C/c1ccc(F)cc1)NC(C)=O)C(=O)O (configuration not stated) | 107 | -3 | -3 | -5 | 4 | 1.9 | -3 | 2 | -1 | -1.0
CCOC(=O)C(Cc1ccc(O)cc1)NC(=O)CCc1c[nH]c2ccccc12 (configuration not stated) | 101 | 5 | -5 | 2 | -6 | -1.8 | 13 | -1 | 12 | 0.1
Cc1cccc(N2CCN(C(=O)CCS(=O)(=O)c3ccc4c(c3)NC(=O)CO4)CC2)c1C | 98 | -3 | -4 | 3 | . | 0.1 | -4 | 3 | -8 | 1.1
Cc1ccc(NC(=O)c2cc(-c3cccs3)on2)cc1 | 97 | -1 | 2 | 9 | -2 | -0.8 | -1 | -9 | 28 | -2.1
COC(=O)c1cc2c(ccn2-c2ccc(F)cc2)n1Cc1ccc(OC(C)=O)cc1 | 96 | 0 | -3 | -10 | -2 | 0.6 | 4 | -4 | -7 | -1.5
COc1cccc(-c2nc(CS(=O)(=O)CC(=O)NCCN3CCOCC3)c(C)o2)c1 | 111 | -2 | -10 | 1 | -2 | -3.1 | 1 | 1 | -3 | -1.7
Cc1cc(NS(=O)(=O)c2ccc(NC(=O)/C=C/c3ccccc3Cl)cc2)no1 | 98 | 3 | 0 | -3 | -18 | -1.0 | 1 | 6 | -7 | -4.5

Exported with values under each structure: 2 of the compounds above
Screens in order: DSG3 Ab inh	V-ATPase pHluor	Keap1-Nrf2 PPI	Cardiac RTF inh	CAL PDZ FP-1	C-LANA FP	NSD2 inh	DAGLB inhibitor	Arr AP2 block	CAL PDZ FP-2
COc1ccc(N(C)C(=O)Nc2ccc3nsnc3c2)cc1
 : 105	3	-3	-6	1	0.5	-1	-7	11	-1.6
COC(=O)c1cc2c(ccn2-c2ccc(F)cc2)n1Cc1ccc(OC(C)=O)cc1
 : 96	0	-3	-10	-2	0.6	4	-4	-7	-1.5

Structures listed so far with two or more sulfur atoms:
SMILES | DSG3 Ab inh | V-ATPase pHluor | Keap1-Nrf2 PPI | Cardiac RTF inh | CAL PDZ FP-1 | C-LANA FP | NSD2 inh | DAGLB inhibitor | Arr AP2 block | CAL PDZ FP-2
Cn1c(Cn2c(=O)sc3ccccc32)nnc1SCC(=O)Nc1cccc(F)c1 | 107 | 3 | -4 | -8 | . | -0.2 | . | 0 | 6 | 0.1
CSc1ccc(CN(C)C(=O)CSCC(=O)Nc2ccc(C)cc2)cc1 | 99 | 2 | -4 | -7 | -7 | 0.6 | 1 | -1 | 29 | -3.1
O=C(CCCN1C(=O)/C(=C\c2cccs2)SC1=S)Nc1ccc(O)cc1 | 132 | 1 | -2 | -4 | . | -0.5 | 8 | 5 | 2 | 0.1

Remaining list, next part.
SMILES | DSG3 Ab inh | V-ATPase pHluor | Keap1-Nrf2 PPI | Cardiac RTF inh | CAL PDZ FP-1 | C-LANA FP | NSD2 inh | DAGLB inhibitor | Arr AP2 block | CAL PDZ FP-2
O=S(=O)(N1CCCCC1)N1CCCN(S(=O)(=O)N2CCCCC2)CC1 | 100 | 1 | 2 | -13 | 0 | -0.3 | -2 | -10 | 2 | -1.5
COc1cc(C)c(/C=C(\C#N)C(=O)Nc2cccc(C)c2)cc1C(C)C | 96 | -3 | -1 | -1 | 6 | 1.8 | -8 | -9 | 14 | -0.4
Cc1ccc2nc(NC(=O)C(NS(=O)(=O)c3cccc4nsnc34)C(C)C)sc2c1 (configuration not stated) | 94 | 2 | -1 | -4 | . | -0.3 | . | 4 | 27 | -1.2
CCC(=O)Nc1cccc(NC(=O)CN2CCN(c3ccccc3OC)CC2)c1 | 95 | 2 | -3 | 3 | -5 | 2.0 | . | 2 | 12 | -0.4
CCN(CC(=O)Nc1c(F)cccc1F)C(=O)CSc1ccc(F)cc1 | 97 | 7 | -1 | -4 | 2 | -0.2 | -1 | 2 | -6 | -1.8
COC(=O)c1ccc(C2CC(=O)Nc3cc(OC)c(OC)c(OC)c32)cc1 (configuration not stated) | . | 2 | -2 | -3 | 3 | -2.2 | -2 | -1 | 20 | -0.7
COC(=O)c1sccc1NC(=S)N1CCN(C)CC1 | 99 | 4 | 0 | -2 | + | -2.2 | -2 | 0 | -4 | -0.2
CCc1sc(C(=O)Nc2cccc(-n3cnnn3)c2)cc1C | 103 | 0 | -1 | -11 | 0 | -2.1 | 6 | 0 | -8 | 0.2
C=CCSc1n[nH]c(-c2ccc(OCCCC)cc2)n1 | 101 | -1 | -2 | 7 | . | -0.3 | 3 | -4 | 7 | -3.1
CC1=NN(Cc2c(C)nn(Cc3ccccc3)c2C)C(C)(C)C1 | 76 | 1 | -7 | -2 | 0 | 2.6 | -1 | 2 | 19 | 0.4
COC(=O)c1cn[nH]c1N | 116 | 1 | 1 | 4 | -4 | -2.0 | 0 | -1 | -5 | 0.1
CN(C)/C=N/c1ncc(C(=O)c2ccc(Cl)cc2)s1 | 98 | 1 | -1 | -6 | -2 | -1.1 | -3 | -9 | 6 | 0.4
Cc1noc(C)c1COc1cccc(C(=O)OCC(=O)NC(=O)c2ccc(OC(F)F)cc2)c1 | 103 | 0 | -3 | -11 | -16 | 1.3 | 1 | 0 | -3 | 0.3
N#C/C(=C(\O)Cc1ccccc1)c1nc2ccccc2[nH]1 | 99 | 0 | -5 | 7 | -2 | -0.2 | . | -1 | 5 | -1.1
Cc1ncc(C(O)c2ccc(N(C)C)cc2)n1Cc1ccccc1 (configuration not stated) | 97 | 0 | . | . | . | . | 1 | -1 | . | .
COc1ccccc1NC(=O)C(=O)N/N=C/c1cccs1 | 92 | -3 | 0 | 5 | -1 | 1.1 | 1 | -3 | 19 | -1.3
COc1ccc(NC(=O)C(NC(C)=O)C(=O)NCc2ccccc2OC)cc1 (configuration not stated) | 96 | 6 | 5 | -5 | -2 | -2.2 | 1 | 2 | 26 | -0.6
O=S(=O)(c1ccc(Br)cc1)N1CCCC1 | 114 | -2 | -4 | 1 | -1 | 1.7 | -2 | -1 | -6 | -0.5
CCc1ccc2oc(-c3cc(N)ccc3Cl)nc2c1 | 103 | 9 | -2 | 9 | -3 | -0.1 | 0 | 1 | -2 | .
CC(C)C1Cc2c(C#N)c(N)sc(=S)c2CO1 (configuration not stated) | 106 | -1 | 0 | -11 | -2 | 2.5 | 19 | -1 | 10 | -1.4
CC(=O)Nc1nc(=S)n(-c2ccccc2)[nH]1 | 101 | -2 | 4 | -4 | . | 0.0 | 2 | 1 | 14 | -0.9
CC(C)(C)OC(=O)NCc1ccc(NC(=O)c2nc[nH]c2C(=O)N[C@@H](Cc2ccccc2)C(=O)OC(C)(C)C)cc1 | 95 | 6 | -1 | 2 | -4 | -0.7 | . | -5 | -2 | -2.4
CCc1nc2sc3ccccc3c(=O)c2c(=O)n1Cc1ccco1 | 100 | 5 | -10 | -5 | -2 | 3.2 | 1 | -1 | 25 | -1.2
Cc1csc(SCC(=O)Nc2cc(C(N)=O)cc(C(N)=O)c2)n1 | 119 | 0 | 3 | -1 | 0 | 0.0 | 5 | 1 | 32 | -1.3
Cc1nc(NC(N)=S)sc1C(=O)Nc1ccccc1 | 85 | -1 | -3 | 6 | 0 | -0.2 | 2 | 4 | 4 | -0.8
COC(=O)c1ccc(CCc2cc(O)ccc2O)cc1 | 86 | 2 | -3 | 2 | -2 | -0.9 | 3 | -2 | -34 | -1.0
Cc1ccc(NC(=O)COC(=O)c2ccc3c(c2)OCO3)cc1S(=O)(=O)N1CCCCC1 | . | 1 | -4 | 4 | -4 | -0.4 | 1 | -4 | 7 | -3.6
Cc1cc2c(cc1C)C(c1ccsc1)CC(=O)N2 (configuration not stated) | 93 | -3 | -4 | -2 | . | -0.2 | -3 | 1 | -2 | -1.4
CC(C)COC(=O)Nc1nnc(SCc2ccccc2F)s1 | 103 | 0 | 4 | -3 | . | -0.8 | -3 | -5 | 5 | 0.1
O=C(/C=C/c1ccc(Cl)c(Cl)c1)NCCCn1ccnc1 | 122 | -2 | 0 | 0 | -3 | -0.4 | -1 | -2 | -4 | -0.1
OC(C#CCN1CCCC1)(c1ccccc1)c1cccnc1 (configuration not stated) | 92 | -2 | 1 | . | . | 0.0 | . | . | 3 | -1.1

Assay outcomes (PubChem BioAssay)
